Bioassay records: PubChem BioAssay, National Center for Advancing Translational Sciences (NCATS)
APEX1 inh – APE1 (human) endonuclease inhibition; 350,000 tested, 0.35% active; Potency, µM (titrated, usually from 65.8 µM), inactives show at the top dose activity change, negative = inhibition, hits mostly inhibitors; recombinant APE1, TAMRA/BHQ-2 abasic DNA cleavage fluorescence; P27695;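 further: potency means the concentration at half of the fitted maximal effect; plate controls were vehicle for no effect and reference inhibitor for full effect; nearly all actives have a fitted effect of over 55% in size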
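Quantitative HTS: incision of a TAMRA/BHQ-2 double-stranded substrate bearing a tetrahydrofuran abasic site by 0.75 nM APE1 raises fluorescence. Substrate 50 nM final, added after 15 min compound preincubation at room temperature; progress as third-minus-first kinetic read difference.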
LDHA inh – blocks human lactate dehydrogenase A; P00338; purified LDHA, NADH/diaphorase-resazurin fluorescence; hits give low values; activity change, % (values are at about 110 or 230 µM); 480,000 tested, 0.15% active; in the data active means activity change below about -30%; inconclusive means mostly about -25% to -30%;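 further: plate controls were DMSO wells for no effect and wells without enzyme for full effect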
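Human LDH5 at 2 nM final in Tris HCl pH 7.4 with 0.06 mM NADH and 0.2 mM pyruvate, reacted 5 minutes at room temperature. Remaining NADH coupled via diaphorase/resazurin; resorufin fluorescence read at 0 and 20 minutes, normalized to enzyme-free and DMSO wells.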
Pol beta inh – DNA polymerase beta (human) inhibition | P06746 | Pol beta primer extension/strand displacement, fluorescence kinetic | Potency, µM (doses to about 114 µM), inactives show at the highest dose activity change, negative = inhibition, usual class: inhibitors | 340,000 tested, 1.3% active | AID 485314; further: potency means the concentration at half of the fitted maximal effect; on the % scale 0 is the no-effect control and ±100 the full control effect
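Homogeneous kinetic assay of primer extension and strand displacement by 10 nM Pol beta, preincubated 15 min at room temperature with compound before 50 nM substrate (final) was added. Read at 0 and 10 min; four-parameter Hill fit.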
GRP78 ERSR act – inducers of ER stress response in human glioma cells; U87-MG GRP78 promoter luciferase reporter, 16 h; Potency, µM, for inactives: at the highest dose activation, actives largely listed as activators; 420,000 tested, 0.02% active; AID 602332; further: potency means the concentration at half of the fitted maximal effect; series mostly up to about 76 µM; % of control where 0% means no effect; nearly all actives have a fitted effect of over 35% in size
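Stably transfected U87-MG human glioma cells carrying a GRP78-based luminescent sensor were seeded at 1000 cells/well, pin-dosed with compounds and incubated 16 h. Luciferase reagent was then added, and end-point luminescence was read after 10 min at room temperature.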
Pol iota inh – blocks human DNA polymerase iota activity; Pol iota fluorescent replication assay, 10 min; Potency, µM (titrated, usually from 115 µM), inactives show at the top dose activity, negative = inhibition, usual class: inhibitors; 390,000 tested, 1% active; further: potency means the concentration at half of the fitted maximal effect
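Fluorescent replication assay read twice, at 0 min and 10 min after adding 50 nM (final) substrate. Enzyme (10 nM) and compounds were first incubated 15 min at room temperature; enzyme-free buffer wells were negative controls.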
Pol kappa inh – inhibitors of human DNA polymerase kappa; purified Pol kappa, fluorescent DNA synthesis assay, 10 min; AID 588579; Potency, µM (top dose mostly 107 µM), inactives show top-dose activity, negative = inhibition, hits mostly inhibitors; Q9UBT6; 400,000 tested, 0.53% active; further: potency means the concentration at half of the fitted maximal effect; on the % scale 0 is the no-effect control and ±100 the full control effect
Target sequence (Q9UBT6 whole entry, looked up): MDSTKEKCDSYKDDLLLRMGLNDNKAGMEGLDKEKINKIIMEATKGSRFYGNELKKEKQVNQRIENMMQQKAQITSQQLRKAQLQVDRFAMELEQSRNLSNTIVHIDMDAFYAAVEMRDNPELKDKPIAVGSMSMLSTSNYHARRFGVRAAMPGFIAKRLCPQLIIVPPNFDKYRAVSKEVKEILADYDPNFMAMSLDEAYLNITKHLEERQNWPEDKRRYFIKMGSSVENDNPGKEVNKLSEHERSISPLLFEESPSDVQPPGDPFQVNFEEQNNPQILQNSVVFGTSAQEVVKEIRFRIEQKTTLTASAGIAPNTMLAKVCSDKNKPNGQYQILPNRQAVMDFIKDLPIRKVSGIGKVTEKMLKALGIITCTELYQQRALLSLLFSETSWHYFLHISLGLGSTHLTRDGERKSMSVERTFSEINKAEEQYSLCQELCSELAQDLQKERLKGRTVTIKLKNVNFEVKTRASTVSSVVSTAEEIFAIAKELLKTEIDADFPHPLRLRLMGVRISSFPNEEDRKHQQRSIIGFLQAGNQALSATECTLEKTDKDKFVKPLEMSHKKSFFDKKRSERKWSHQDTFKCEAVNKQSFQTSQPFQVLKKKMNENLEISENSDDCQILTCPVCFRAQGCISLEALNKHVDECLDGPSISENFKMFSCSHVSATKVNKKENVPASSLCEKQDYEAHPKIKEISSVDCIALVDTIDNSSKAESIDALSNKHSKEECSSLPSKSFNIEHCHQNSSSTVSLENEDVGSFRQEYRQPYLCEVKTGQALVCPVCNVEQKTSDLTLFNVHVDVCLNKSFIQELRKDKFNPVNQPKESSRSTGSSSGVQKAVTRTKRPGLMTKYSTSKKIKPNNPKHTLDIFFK
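Fluorescent qHTS in 1536-well format: enzyme (10 nM) and compound sat 15 min at room temperature before 50 nM substrate (final) was added. Signal taken at 0 and 10 min; no-enzyme buffer wells were negative controls.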
BLM inh – blocks DNA unwinding by human BLM helicase; 350,000 tested, 0.2% active; recombinant BLM DNA unwinding, fluorescence dequenching; P54132; Potency, µM (top dose mostly 56.1 µM), for the others: at the highest dose activity change, negative = inhibition, hits mostly inhibitors; AID 2528;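 further: potency means the concentration at half of the fitted maximal effect; plate controls were vehicle for no effect and no enzyme for full effect; nearly all actives have a fitted effect of over 35% in size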
Anesthetic bind – candidate novel general anesthetic via apoferritin binding | P02791 | apoferritin/1-aminoanthracene competitive binding, fluorescence | Potency, µM (doses to about 77.5 µM), for the others: at the top dose activity change, negative = displacement, hits mostly inhibitors | 350,000 tested, 0.074% active | AID 485281; further: potency means the concentration at half of the fitted maximal effect; on the % scale 0 is the no-effect control and ±100 the full control effect; nearly all actives have a fitted effect of over 20% in size
Target sequence (P02791 2-175 limits assumed): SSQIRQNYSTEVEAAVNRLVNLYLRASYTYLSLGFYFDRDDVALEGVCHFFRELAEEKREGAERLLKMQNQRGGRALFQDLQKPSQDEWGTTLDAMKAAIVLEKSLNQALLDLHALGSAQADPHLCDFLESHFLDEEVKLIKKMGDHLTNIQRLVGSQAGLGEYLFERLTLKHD
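Read-out: endpoint 1-AMA fluorescence, excitation 380 nm and emission 535 nm, after compounds sit 10 min at room temperature with 10 uM horse-spleen apoferritin in 50% saturated 1-AMA/PBS. Values come from four-parameter Hill fits.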
POLH inh – blocks human DNA polymerase eta activity; AID 588591; Potency, µM (top dose mostly 114 µM), inactives show at the highest dose activity change, negative = inhibition, hits mostly inhibitors; 390,000 tested, 1.2% active; recombinant Pol eta, fluorescent DNA replication assay; further: potency means the concentration at half of the fitted maximal effect; on the % scale 0 is the no-effect control and ±100 the full control effect
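Fluorescent replication assay: 50 nM final substrate added after a 15 min room-temperature compound preincubation with 10 nM enzyme. Signal taken at 0 min and again at 10 min.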
Numbers without * were called inactive; ? = inconclusive; . = no result given; & = joins results of further samples; [ ] = another dose, or the depositor's remark. Unless noted, the call rests on the fitted dose curve; in most records, active means well fitted curve in the direction sought with a large enough effect; inconclusive means small, poorly fitted or top-dose-only effect, or another doubt; inactive means no such curve, though single readings can be large; an effect the other way counts as inactive or inconclusive. Some of the compounds tested; the hit share may differ from the screen's.

Below each SMILES: Pol beta inh	Pol iota inh	Anesthetic bind	POLH inh	BLM inh	GRP78 ERSR act	LDHA inh	Pol kappa inh	APEX1 inh
CCC(=O)N1c2ccc(S(=O)(=O)N3CCCCCC3)cc2CC1C (stereo unspecified)
→ 2%	-3%	-3%	-10%	-3%	0%	-3	-18%	.
C/C(=N\Nc1cc(C(F)(F)F)ccc1Cl)c1ccccc1O
→ 25%	37%[activator]	-14%	-11%	-10%	-5%	1	-5%	2%
Cc1ccc(-n2cc(CN3CCN(c4ccccn4)CC3)c(-c3ccc(F)cc3)n2)cc1
→ 2%	15%	-7%	-11%	-11%	4%	-1	-11%	-8%
COc1ccc(C(=O)NC(=S)Nc2nnn(C)n2)cc1
→ 0%	11%	1%	-17%	5%	-3%	1	-8%	0%
CCCCS(=O)(=O)N1CCCC(C(=O)Nc2ccc(Cl)cn2)C1 (stereo unspecified)
→ -5%	28%	-17%	-17%	0%	-5%	-2	-8%	3%
Cc1ccc(Cl)cc1N1CCN(c2ncnc3onc(C)c23)CC1
→ -14%	-1%	-17%	-5%	-6%	-5%	-4	-24%	.
COc1ccc(CSc2nnc(Cc3sc(-c4ccccc4)nc3-c3ccccc3)o2)cc1
→ 17%	-12%	44%[activator]	-10%	-5%	3%	-5	3%	11%
Cc1ccc(C(C(=O)NCc2ccco2)N(C(=O)CNC(=O)c2cccs2)c2ccc(C)cc2)cc1 (stereo unspecified)
→ 43%	25%	-8%	-7%	-6%	0%	-13	-4%	18%
O=C(Oc1ccccc1C(=S)N1CCOCC1)c1ccccc1
→ 19%	17%	-13%	-2%	1%	-2%	-1	3%	10%
COc1cc(-c2nc(C(=O)NC3CCCCC3)cc3c2[nH]c2ccccc23)cc(OC)c1OC
→ 3%	12%	376%[activator]	-24%	-8%	-1%	-7	-18%	8%
CC(=O)C1=C(C)NC(C)=C(C(C)=O)C1c1ccccc1
→ -21%	74%[activator]	-11%	-20%	-5%	-4%	-4	1%	-2%
Cc1ccccc1Cn1c(=O)sc2ccccc2c1=O
→ -22%	3%	?	-13%	-1%	-1%	-2	-9%	1%
COc1cccc(C(=O)OCC(=O)c2ccc(Br)s2)c1OC
→ .	-12%	.	-7%	.	3%	-4	-7%	-5%
Cc1ccc(C2=NCCn3nc4cc([N+](=O)[O-])ccc4c32)cc1
→ .	216%[activator]	.	4%	.	-2%	9	-27%	-8%
Cc1cccc(NC(=O)Cn2c(SCC(=O)NCc3ccccc3)nc3ccccc32)c1C
→ -2%	2%	7%	2%	-8%	-2%	-8	-4%[60.1 µM]	.
CC(C(=O)OCC(=O)c1ccc(Br)cc1)N1C(=O)C2C3C=CC(C3)C2C1=O (stereo unspecified)
→ 4%	28%	-7%	-9%	3%	-5%	-6	-6%	3%
O=C(CSc1nc2sccc2c(=O)[nH]1)N1CCN(c2ccccc2)CC1
→ 25µM*	?	-5%	50µM*	-19%	1%	-8	?	-35%
COc1ccc(-c2[nH]c3ccccc3c2SCCNC(=O)c2ccccc2)cc1
→ -12%	8%	14%	-12%	-6%	-4%	-7	-7%	?
CN(C)C(=O)CN1CCN(C(=O)CCl)CC1
→ 3%	-13%	-2%	-19%	0%	-1%	-2	5%	4%
Cc1ccc(C)c(CN2C(=O)c3ccccc3S(=O)(=O)c3ccc(C(=O)N4CCN(C)CC4)cc32)c1
→ 2%&-16%	?	?	-2%	7%&-1%	-6%	-11&2	0%&2%	65%[activator]
Fc1cccc(Cl)c1CNn1cn[nH]c1=S
→ 0%	12%	?	1%	-1%	-3%	-2	7%[60.1 µM]	0%
CC(C)(C)c1ccc(C(=O)Nc2ccc(NC(=O)c3ccc(Cl)c(Cl)c3)cc2)cc1
→ 2%	-17%	-11%	-2%	-1%	0%	-9	-2%	.
CC(C)CN1CCN(Cc2cc3ccccc3[nH]2)CC1CCO (stereo unspecified)
→ -1%	29%	-11%	-18%	0%	1%	1	5%	3%
Clc1ccc(SCc2nc3ccccc3[nH]2)cc1
→ ?	24%	?	-2%	-5%	4%	0	-12%	1%
CN(C(=O)c1cccc(NC(=O)Cc2ccc(NC(=O)C3CCN(C(=O)C4CCC4)CC3)cc2)c1)C1CCC1
→ .	24%	.	-19%	.	1%	-6	-6%	.
O=S(=O)(NCc1cccs1)NCc1ccccc1F
→ 3%	25%	-8%	-4%	-2%	-5%	-7	3%	-6%
O=C(CSc1ccc([N+](=O)[O-])cc1)OCC(=O)N1CCCC1=O
→ .	?	.	-1%	.	-5%	0	-16%	21%
O=C(NCc1ccccc1Cl)c1cccc(NC2=NC3CS(=O)(=O)CC3S2)c1 (stereo unspecified)
→ 0%	35%[activator]	-16%	-2%	-4%	-2%	1	15%	48%[activator]
CCCCN(C)CCCNC(=O)C1CCN(c2nc3ccc(CC)cc3s2)CC1
→ -2%	13%	-16%	-15%	-10%	-7%	4	-5%	.
CCOc1ccc(CCNc2ncnc3onc(-c4ccc(F)cc4)c23)cc1OCC
→ -29%	21%	-16%	-15%	0%	-2%	-2	-13%[60.1 µM]	.

Reformatted with bars between the fields: entries from further up.
smiles | Pol beta inh | Pol iota inh | Anesthetic bind | POLH inh | BLM inh | GRP78 ERSR act | LDHA inh | Pol kappa inh | APEX1 inh
CC(C)CN1CCN(Cc2cc3ccccc3[nH]2)CC1CCO (stereo unspecified) | -1% | 29% | -11% | -18% | 0% | 1% | 1 | 5% | 3%
Clc1ccc(SCc2nc3ccccc3[nH]2)cc1 | ? | 24% | ? | -2% | -5% | 4% | 0 | -12% | 1%

New compounds follow
Below each SMILES: Pol beta inh	Pol iota inh	Anesthetic bind	POLH inh	BLM inh	GRP78 ERSR act	LDHA inh	Pol kappa inh	APEX1 inh
COc1ccccc1N1CCN(C(=O)c2oc3ccccc3c2C)CC1
→ 0%	-11%	-9%	7%	-8%	-5%	-8	-1%	1%
CCC1CCCCN1C(=O)CCc1nnc(C2CCCCC2)o1 (stereo unspecified)
→ 4%	?	-12%	-7%	2%	5%	-11	-7%	-4%
COc1ccc(/C=C(/C#N)c2nc(-c3ccc(Br)cc3)cs2)cc1
→ 15%	48%[activator]	-5%	-11%	-4%	-2%	-16	-19%	.
O=C(NCCCN1CCCC1=O)Nc1cc(Cl)ccc1Cl
→ 5%	15%	-8%	3%	-1%	-3%	-18	1%	5%
CCCN(CCC)CC(O)Cn1cc(/C=C/C(=O)c2ccc(C)cc2)c2ccccc21 (stereo unspecified)
→ -4%	?	-6%	-21%	-1%	-2%	0	-13%	.
COc1ccc2c(=O)c(-c3ccc4c(c3)OCO4)coc2c1
→ 4%	20%	-9%	-11%	2%&-6%	-2%	-16	-15%	-2%&4%
O=C(Cc1coc(-c2ccc(F)cc2)n1)NCc1ccccc1
→ 0%	-4%	-1%	-16%	-5%	-7%	-2	1%	2%
CCc1nn(CC(=O)NCCN2CCN(C)CC2)c(=O)c2cc3occc3n12
→ 2%	12%	-8%	-15%	3%	7%	-5	-5%	-8%
CC(=O)c1ccc(N(CC(=O)NCCc2ccccc2)C(=O)c2csnn2)cc1
→ 7%	18%	-1%	-20%	-1%	8%	-2	5%	8%
Cc1cc(OCC(O)CN2C(C)CCCC2C)ccc1C(C)C (stereo unspecified)
→ 0%	-4%	-12%	4%	6%	0%	-6	-7%	1%

Compound profiles (already shown). Order of screens: Pol beta inh | Pol iota inh | Anesthetic bind | POLH inh | BLM inh | GRP78 ERSR act | LDHA inh | Pol kappa inh | APEX1 inh
`CCc1nn(CC(=O)NCCN2CCN(C)CC2)c(=O)c2cc3occc3n12` reads 2% | 12% | -8% | -15% | 3% | 7% | -5 | -5% | -8%
`Cc1cc(OCC(O)CN2C(C)CCCC2C)ccc1C(C)C` (stereo unspecified) reads 0% | -4% | -12% | 4% | 6% | 0% | -6 | -7% | 1%
`COc1ccc2c(=O)c(-c3ccc4c(c3)OCO4)coc2c1` reads 4% | 20% | -9% | -11% | 2%&-6% | -2% | -16 | -15% | -2%&4%
`COc1ccccc1N1CCN(C(=O)c2oc3ccccc3c2C)CC1` reads 0% | -11% | -9% | 7% | -8% | -5% | -8 | -1% | 1%
`COc1ccc(/C=C(/C#N)c2nc(-c3ccc(Br)cc3)cs2)cc1` reads 15% | 48%[activator] | -5% | -11% | -4% | -2% | -16 | -19% | .

Next section
Below each SMILES: Pol beta inh	Pol iota inh	Anesthetic bind	POLH inh	BLM inh	GRP78 ERSR act	LDHA inh	Pol kappa inh	APEX1 inh
CCOc1ccc(NC(=O)CSc2nnnn2C2CCCC2)cc1
→ 41%	?	6%	-13%	-5%	-4%	-8	2%	21%
CC(O)c1ccc(Oc2cnccn2)cc1 (stereo unspecified)
→ -2%	0%	5%	0%	-2%	-6%	-14	-6%	26%
COCCCNC(NC(=O)c1ccc(Cl)cc1)C(Cl)(Cl)Cl (stereo unspecified)
→ ?	7%	-10%	-2%	3%	-3%	-8	-8%	-5%
CN(Cc1ccccc1)C(=S)Nc1ccc(OC(F)F)cc1
→ -20%	11%	-7%	-16%	1%	12%	-2	-7%	0%
O=S(=O)(c1ccc(N2CCCC2)cc1)C(F)(F)F
→ -27%	-2%[58.9 µM]	-4%	-9%	2%	4%	0	-13%	-2%
O=[N+]([O-])c1csc2ccccc12
→ .	29%	.	-4%	.	-2%	-2	-17%	.
